Assay outcomes from PubChem BioAssay.
15-hLO inh: blocks human 15-lipoxygenase activity. P16050. purified 15hLO-1, xylenol orange hydroperoxide absorbance. Potency, µM (highest dose often 57.1 µM), for inactives: at the top dose activity change, negative = inhibition, usual class: inhibitors. hit rate 1.4% among 74,000. AID 887; note: potency is the fitted concentration of half-maximal effect; % is set by controls: 0 for no effect and ±100 for the full control effect; nearly all actives have a fitted effect of over 55% in size
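Compounds were preincubated 15 min at room temperature with 40 nM purified human enzyme (25 mM Hepes pH 7.5, 0.01% Triton X-100); 50 uM arachidonic acid reacted 6 min. Fe-xylenol orange detection, 30 min, absorbance ratio 573/405 nm.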
DNA Pol III inh: DNA polymerase III holoenzyme inhibition; reconstituted DNA polymerase III holoenzyme replication, biochemical; Potency, µM (doses to about 57.1 µM), without a hit: top-dose activity change, negative = inhibition; hit rate 0.25% among 71,000; AID 603; note: potency is the fitted concentration of half-maximal effect; % is set by controls: 0 for no effect and ±100 for the full control effect
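Reconstituted *E. coli* holoenzyme (0.35 nM Pol III, 1 nM beta, 154 nM SSB, 2 nM primase) was preincubated with compound for 15 min at RT. Synthesis on 1.4 nM ssM13Gori ran 35 min, then was stopped with PicoGreen/EDTA and read as dsDNA fluorescence.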
Casp1 inh: caspase-1 (human) inhibition, allosteric or competitive. hit rate 0.03% among 75,000. Potency, µM (titrated, usually from 57.5 µM), without a hit: top-dose activity change, negative = inhibition, most hits filed as inhibitors. P29466. Caspase-1 enzyme, Ac-WEHD-AFC fluorogenic rate;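 note: potency is the fitted concentration of half-maximal effect; plate controls were vehicle for no effect and no substrate for full effect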
Rhodamine fluor: compound fluoresces in the rhodamine spectral region; hit rate 0.05% among 59,000; Rhodamine-region fluorescence, 547/598 nm, Tris buffer; hits give high values; AID 594; max dye-equivalent concentration, M; in the data active = max dye-equivalent concentration above about 11 nM; inconclusive = between about 1.1 nM and that limit
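Steps: pin-transfer compounds into pH 8.0 Tris (100 mM), hold 15 min at room temperature, image with a 547/598 nm filter pair, and convert intensities to rhodamine-equivalent concentration using a six-point on-plate rhodamine series.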
BRCT PPI red: inhibitors of human BRCA1 BRCT-phosphoprotein interaction (red fluorophore). BRCT-phosphopeptide binding, red fluorescence polarization. Potency, µM (series often up to 76.9 µM), for the others: at the top dose activity change, negative = inhibition, usual class: inhibitors. hit rate 0.03% among 75,000; note: % is set by controls: 0 for no effect and ±100 for the full control effect
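Rhodamine-labelled pBACH1 10-mer (100 nM) bound to BRCT domain (100 nM) at pH 7.3; compounds incubated 12 min room temperature, polarization read. Free peptide defines full inhibition; unlabelled decapeptide titrated as control.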
USP2a inhib: blocks human ubiquitin-specific protease USP2a; Potency, µM (titrated, usually from 38.3 µM), inactives show at the top dose activity change, negative = inhibition, hits mostly inhibitors; O75604; USP2a enzymatic assay, qHTS inhibition; hit rate 0.1% among 60,000;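 note: potency is the fitted concentration of half-maximal effect; nearly all actives have a fitted effect of over 60% in size; plate controls were DMSO for no effect and NEM full inhibition control for full effect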
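Coupled readout: USP2-cleaved Ub-PLA2 (20nM final) turns over NBD C6-HPC (20uM final), Ex 460nm/Em 535nm after 2.5 h, time-zero read flagging artifacts. Enzyme (20nM final, pH 8.0 Tris) given 30 min RT with compound first; NEM defines full inhibition.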
HADH2 inh: HADH2 (human) dehydrogenase inhibition; Q99714; recombinant HADH2, NADH fluorescence, beta-hydroxybutyryl-CoA; Potency, µM (titrated, usually from 57.1 µM), for the others: at the top dose activity change, negative = inhibition, usual class: inhibitors; hit rate 3.4% among 73,000; AID 886; note: potency is the fitted concentration of half-maximal effect; % is set by controls: 0 for no effect and ±100 for the full control effect; nearly all actives have a fitted effect of over 60% in size; many of its hits are not listed in these tables
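Buffer 100 mM Tris-HCl pH 9.0/0.01% Tween-20; HADH2 20 nM; NAD+ 1 mM; beta-hydroxybutyryl-CoA 90 uM (all final). 15 min cpd preincubation, RT.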
Caspase-7 inhib: blocks human caspase-7 allosterically or competitively; recombinant caspase-7, Ac-DEVD-AFC fluorescence rate; Potency, µM (top dose mostly 57.5 µM), without a hit: top-dose activity change, negative = inhibition, actives largely listed as inhibitors; hit rate 0.02% among 75,000; AID 889; active = well fitted inhibition curve with a large enough effect in the main read-out, with a control signal flat, not every such curve was filed as active; inconclusive = small, poorly fitted or top-dose-only effect, or a change in a side signal; note: potency is the fitted concentration of half-maximal effect; % of control where 0% means no effect
BRCT inh green: BRCA1 BRCT-phosphoprotein interaction inhibition; Potency, µM (top dose mostly 76.9 µM), for the others: at the highest dose activity change, negative = inhibition, hits mostly inhibitors; P38398; BRCA1 BRCT-phosphopeptide binding, green fluorescence polarization; hit rate 0.05% among 75,000;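 note: potency is the fitted concentration of half-maximal effect; plate controls were peptide without protein for full effect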
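Compounds were incubated for 12 min at room temperature with a complex of 100 nM fluorescein-tagged pBACH1 decapeptide and 250 nM His-tagged BRCT protein. Buffer was phosphate pH 7.3 with EDTA, DTT and Tween 20. Disruption of binding lowers the polarization signal.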
HEK293 cAMP cs: parental HEK293 cAMP activation (counter-screen); hit rate 2.5% among 73,000; Potency, µM (highest dose often 57.1 µM), without a hit: top-dose activation, most hits filed as activators; parental HEK293 CNG cAMP sensor, membrane potential fluorescence; note: potency is the fitted concentration of half-maximal effect; % of control where 0% means no effect; nearly all actives have a fitted effect of over 55% in size
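Parental HEK 293 cells stably expressing a modified CNG channel (no TSHR) report cAMP rise as membrane depolarization. Membrane potential dye with 100 uM RO 20-1724 was loaded for 60 min at room temperature, then compound added for 30 min; fluorescence read at 590 nm.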
Tau fil binding: tau filament binding | P10636 | recombinant tau filaments, thioflavin S fluorescence, 15 h; filaments grown with octadecylsulfate alongside compound | Potency, µM (series often up to 57.1 µM), inactives show top-dose activity change, negative = inhibition | hit rate 2% among 71,000 | AID 596;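 note: potency is the fitted concentration of half-maximal effect; % is set by controls: 0 for no effect and ±100 for the full control effect; actives lower thioflavin S fluorescence by blocking filaments or displacing dye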
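ThS-based fibril read: tau 1 uM final, inducer ODS 30 uM final, 37 C for 15 h, ex 450/em 510 nm.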
* marks the source's active call; other numbers are inactive results; i = inactive; ? = inconclusive; · = no result given; [ ] = another dose, or the depositor's remark. Unless noted, calls come from the whole dose curve; as a rule, active = well fitted curve in the direction sought with a large enough effect; inconclusive = small, poorly fitted or top-dose-only effect, or another doubt; inactive = no such curve, though single readings can be large; an effect the other way counts as inactive or inconclusive.

SMILES | 15-hLO inh | DNA Pol III inh | Casp1 inh | Rhodamine fluor | BRCT PPI red | USP2a inhib | HADH2 inh | Caspase-7 inhib | BRCT inh green | HEK293 cAMP cs | Tau fil binding
O=C(CCc1nc2ccccc2[nH]1)NCc1ccc2c(c1)OCO2 | 3% | -4% | 2% | · | 2.2% | · | -3% | -4% | -0.1% | 4% | -13%
CCOC(=O)c1c(C#N)c(SCC(=O)Nc2ccc(OC)cc2)nc2c1CN(CC)CC2 | ? | -2% | ? | i | 0.0% | 37%[activator] | 11% | -29% | -1.1% | -6% | -12%
O=C(COc1ccccc1)NCCc1nc2ccccc2[nH]1 | 15% | -8% | 0% | · | -0.7% | 3% | 12% | 0% | -0.5% | 8% | -2%
O=C(c1cccs1)N1CCN(C(=O)N2CCOCC2)CC1 | 8% | 2% | 1% | i | 0.6% | -6% | 7% | 1%[0.00368 µM] | -2.0% | 0% | -5%
COc1ccc(Oc2c(-c3ccc(O)cc3O)n[nH]c2C)cc1 | -1% | -5% | 1% | i | 1.2% | ? | 5% | -1% | -0.8% | 13% | -7%
CCn1c(=O)c(=O)[nH]c2cc(C(=O)Nc3ccc(S(=O)(=O)N4CCCC4)cc3)ccc21 | -14% | -4% | 0% | i | -1.4% | 43%[activator] | -7% | -3% | 3.8% | 60% | 114%
CC(C)Cc1n[nH]c(=O)[nH]1 | -3% | -9% | 0% | i | 0.3% | 8% | 4% | -1% | -1.4% | ? | -2%
C=CCNc1nc(-c2ccc(OC)cc2OC)cs1 | -4% | -3% | -2% | i | 1.0% | -5% | -6% | 4% | -1.0% | -6% | -17%
CCN1CCN(C(c2cccs2)C(C)NC(=O)c2c(F)cccc2F)CC1 (stereo not drawn) | 16% | -7% | 0% | i | 0.9% | 4% | 1% | 0% | -1.4% | 11% | 13%
O=C(CCN1C(=O)C2C3C=CC(C3)C2C1=O)NCCc1ccccc1 (stereo not drawn) | 11% | -2% | 1% | i | 2.2% | -4% | 6% | -2% | -0.4% | 41% | 4%
C/C(=C\c1ccccc1)CN1CCN(c2ccccc2)CC1 | 16µM* | 1% | -2% | · | -1.3% | ? | 0% | 0% | -1.4% | ? | -20%
O=C(CCNc1cccc(C(F)(F)F)c1)c1ccco1 | 1%[11.4 µM] | 0%[11.4 µM] | -3% | · | -0.8% | 2%[7.66 µM] | -8%[11.4 µM] | 0% | 0.3% | 13%[11.4 µM] | -7%[11.4 µM]
O=C(c1ccco1)N1CCN(C(=O)C2CC(c3ccc(F)cc3)=NO2)CC1 (stereo not drawn) | 1% | 6% | -1% | · | -0.3% | · | 2% | 1% | -2.4% | 7% | 10%
COCCNC(=O)Cn1cc2c(n1)CCC(C)C2 (stereo not drawn) | -2% | -4% | -1% | · | -0.8% | · | 5% | 0% | -1.6% | 1% | 17%
CCC(C)Nc1nc2c(c(=O)n(C)c(=O)n2C)n1Cc1cccc(C)c1 (stereo not drawn) | 3% | -2% | 2% | i | 0.9% | 9% | 2% | -1% | 0.1% | 9% | 1%
CCCCCCCCCCCCCCCCCCOC[C@@H](COP(=O)([O-])OCC[N+](C)(C)C)OC | 12% | -1% | 3% | i | -4.3% | 19% | 18% | 0% | -1.7% | 4% | -1%
COC(=O)N1CC=CC1(C)C(=O)NCc1cc(F)cc(C(F)(F)F)c1 (stereo not drawn) | -2% | -10% | 1% | · | 0.7% | · | 7% | 1% | -1.9% | 7% | -16%
O=C(COC(=O)CCC(=O)c1ccc(F)cc1)Nc1ccc(N2CCOCC2)cc1 | 0% | 4% | 1% | i | 0.0% | 4% | 12% | -2% | -0.2% | -1% | 7%
O=C(CSC1=NCCN1)C1COc2ccccc2O1 (stereo not drawn) | -1%[11.4 µM] | -4%[11.4 µM] | -1% | · | 1.7% | 7%[7.66 µM] | ? | 2% | 0.5% | 2%[11.4 µM] | 6%[11.4 µM]
CC(=O)Nc1coc2ccc(Br)cc12 | -9% | -7% | -1% | i | -0.8% | 9% | -3% | -2% | -6.1% | -2% | -11%
O=C(CSC1=NCCS1)N1CCN(c2ccccc2)CC1 | -2% | -5% | 1% | i | -0.9% | -3% | 1% | -3% | 0.6% | 14% | 5%
COCCn1c(SCC(=O)Nc2ccc3c(c2)OCCO3)nnc1-c1c[nH]c2ccccc12 | 13% | 3% | 0% | i | 0.0% | 27% | 8% | 0% | 2.3% | -9% | 5%
COc1ccc(N2CCN(C(=O)CN(c3ccc(Br)cc3)S(C)(=O)=O)CC2)cc1 | 1%[11.4 µM] | -2%[11.4 µM] | -1% | · | -0.5% | 10%[7.66 µM] | -3%[11.4 µM] | 1% | -2.6% | 0%[11.4 µM] | -16%[11.4 µM]
O=C(NCc1cccs1)Nc1cccs1 | -30% | -5% | -4% | i | -2.3% | 13% | -28% | -3% | -0.9% | -1% | -1%
COc1ccc(CNc2oc(COc3ccccc3)nc2C#N)cc1 | -11% | · | -2% | · | 0.7% | · | 0% | -7% | 0.4% | 6% | ·
CCOC(=O)CC1C(=O)NC2CCCCC2N1C(=O)Nc1ccc(Cl)cc1 (stereo not drawn) | 1% | -2% | -1% | i | 0.3% | -5% | 20% | -2% | -3.8% | -7% | -1%
Cc1nc(NCC2CCCO2)nc2c1C(=O)CC(C)C2 (stereo not drawn) | 2% | -17% | 1% | i | -3.1% | -4% | -3% | -2% | 0.4% | 5% | -3%
CCOCC(=O)O | -3% | -2% | -2% | · | 0.6% | · | -11% | -1% | 0.2% | 8% | 3%
COc1ccc(C(=O)CSc2nc3nc(C)cc(C)c3c(=O)[nH]2)cc1OC | 15% | -1% | -1% | i | 2.3% | -7% | 1% | 0% | 1.7% | 2% | 363%
O=C(Cc1cccs1)N1CCN(c2ccccn2)CC1 | 5% | 5% | ? | · | 1.0% | 1% | 6% | -1% | 3.5% | -4% | 3%
CC(C)Cn1c(N2CCN(C(=O)c3cccs3)CC2)nc2ccccc21 | 7% | -2% | 0% | i | 0.9% | 10% | -5% | -1% | -2.4% | ? | 8%
CC(C)C(=O)N1CCN(c2ccccc2N)CC1 | -9% | -2% | -4% | · | 0.4% | · | -8% | 0% | -2.0% | 11% | ?
COC(=O)c1ccc(C2C(C#N)=C(N)Oc3cc(C)n(C)c(=O)c32)cc1 (stereo not drawn) | 8% | -2% | -2% | i | 0.2% | 6% | 0% | -1% | -1.6% | 24% | -6%
O=C(CSc1nnc(-c2ccco2)n1Cc1ccccc1)c1ccc(F)cc1 | ? | 0% | -9% | i | 0.8% | 22% | -2% | -22% | -1.7% | 25µM* | 6%
C=CCN(CC=C)S(=O)(=O)c1ccc(F)cc1 | 11% | 0% | 0% | i | -0.1% | 2% | 1% | 0% | -2.3% | 11% | 3%
O=C(Nc1nccs1)c1cc(S(=O)(=O)N2CCCCC2)ccc1Cl | 0%[11.4 µM] | 0%[11.4 µM] | 0% | · | -1.5% | 4%[7.66 µM] | 1%[11.4 µM] | 1% | -3.1% | 0%[11.4 µM] | 22%[11.4 µM]
CN(C)C(=O)c1ccc(-c2nc(-n3ccnc3)c3ccccc3n2)cc1 | 12% | -4% | -2% | i | -1.6% | -24% | -21% | -9% | -0.8% | 9% | 8%
O=C(Nc1nc2ccc(Cl)cc2s1)c1ccc(Br)o1 | -8%[11.4 µM] | -15%[11.4 µM] | -6% | · | 0.4% | 0%[7.66 µM] | -6%[11.4 µM] | -5% | 0.0% | 8%[11.4 µM] | 60%[11.4 µM]

A portion from further up:
SMILES | 15-hLO inh | DNA Pol III inh | Casp1 inh | Rhodamine fluor | BRCT PPI red | USP2a inhib | HADH2 inh | Caspase-7 inhib | BRCT inh green | HEK293 cAMP cs | Tau fil binding
O=C(CSC1=NCCS1)N1CCN(c2ccccc2)CC1 | -2% | -5% | 1% | i | -0.9% | -3% | 1% | -3% | 0.6% | 14% | 5%
COCCn1c(SCC(=O)Nc2ccc3c(c2)OCCO3)nnc1-c1c[nH]c2ccccc12 | 13% | 3% | 0% | i | 0.0% | 27% | 8% | 0% | 2.3% | -9% | 5%
COc1ccc(N2CCN(C(=O)CN(c3ccc(Br)cc3)S(C)(=O)=O)CC2)cc1 | 1%[11.4 µM] | -2%[11.4 µM] | -1% | · | -0.5% | 10%[7.66 µM] | -3%[11.4 µM] | 1% | -2.6% | 0%[11.4 µM] | -16%[11.4 µM]

Some of the compounds tested, so the mix of outcomes need not match the whole.
